PP5 primary: PP5 phosphatase inhibitors, primary screen, biochemical, fluorescence; Serine/threonine-protein phosphatase 5 (Homo sapiens), P53041; purified PP5c, OMFP substrate fluorescence; inhibition, % at 6.7 µM; hit rate 0.18% among 320,000; AID 1987, 2009;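 active means inhibition above the campaign's mean inhibition across all tested compounds plus 3 SD, cut at about 9.5% in these data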;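 further: 0% = DMSO only and 100% = 100 µM cantharidin control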
procasp3 activ: activators of human procaspase-3 D3A mutant, primary screen, biochemical, absorbance, PC-3 D3A mutant, single concentration; AID 463141, 2010; activation, % at 8.5 µM; recombinant procaspase-3 D3A, Ac-DEVD-pNA absorbance 405 nm; hit rate 0.11% among 330,000; Caspase-3 (Homo sapiens), P42574;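 active means activation above the mean of all tested compounds plus 3 SD, cut at about 21% in these data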;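 further: 0% = DMSO alone and 100% = DMSO wells spiked with extra 5 µM PC-3 D3A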
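Test system: Procaspase-3 D3A mutant, all three cleavage aspartates alanine | Dosing: Single dose, 8.5 µM nominal compound, 0.8% DMSO | Schedule: 1 h preincubation, 2 h reaction | Technique: 405 nm absorbance of p-nitroaniline, reads at 0 and 120 min | Repeats: One well per compound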
GRK2 inh: compounds blocking aptamer binding on GRK2 – biochemical, human GRK2, bead flow cytometry, HTS, primary screen | AID 488847, 2010 | hit rate 0.59% among 330,000 | inhibition of aptamer binding, % at 10 µM | FAM-aptamer displacement from GRK2 | Beta-adrenergic receptor kinase 1 (Homo sapiens), P25098;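 active means inhibition of aptamer binding above 40%, roughly 3 SD of noise, on plates passing a quality check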;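 further: median bead fluorescence of bound FAM aptamer so fluorescent compounds give negative values; no value below 0 was filed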
Target sequence (P25098 whole entry, looked up): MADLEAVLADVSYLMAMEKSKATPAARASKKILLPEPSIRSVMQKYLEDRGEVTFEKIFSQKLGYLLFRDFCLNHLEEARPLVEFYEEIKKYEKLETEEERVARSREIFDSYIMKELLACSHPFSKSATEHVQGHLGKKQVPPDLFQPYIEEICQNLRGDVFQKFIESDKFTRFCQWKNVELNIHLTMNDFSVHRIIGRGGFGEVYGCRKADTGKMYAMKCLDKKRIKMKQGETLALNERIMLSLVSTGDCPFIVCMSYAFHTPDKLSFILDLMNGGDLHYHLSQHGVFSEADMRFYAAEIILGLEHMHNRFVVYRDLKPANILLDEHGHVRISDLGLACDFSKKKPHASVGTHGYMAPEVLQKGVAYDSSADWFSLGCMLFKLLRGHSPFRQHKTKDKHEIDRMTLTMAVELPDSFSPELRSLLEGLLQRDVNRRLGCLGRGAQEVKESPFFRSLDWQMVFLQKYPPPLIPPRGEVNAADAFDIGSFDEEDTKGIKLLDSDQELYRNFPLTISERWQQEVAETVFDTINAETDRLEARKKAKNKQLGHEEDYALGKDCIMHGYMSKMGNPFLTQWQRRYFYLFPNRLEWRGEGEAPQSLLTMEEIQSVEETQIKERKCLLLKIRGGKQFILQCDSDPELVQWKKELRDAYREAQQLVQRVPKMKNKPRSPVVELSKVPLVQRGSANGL
CTSL1 counter: Fasciola hepatica cathepsin L1 inhibitors, primary screen, counter-screen for PFM18AAP inhibitor project, biochemical, QFRET, fluorogenic peptide substrate | AID 1906, 2009 | recombinant F. hepatica cathepsin L1, Z-Leu-Arg-MCA fluorescence | inhibition, % at 5.96 µM | hit rate 0.49% among 300,000;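 active means inhibition above the mean of all tested compounds plus 3 SD, set per screening campaign, cut at about 17% in these data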;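 further: 0% = plate median of test compound wells and 100% = 1 µM Z-Phe-Ala-diazomethylketone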
VLA-4 inh: inhibition in human VLA-4 binding assay, primary screen, VLA-4 allosteric modulator project, MLPCN library, flow cytometry, VLA-4 expressing cells; ligand binding flow cytometry; hit rate 0.2% among 330,000; Integrin alpha-4 (Homo sapiens), P13612; AID 2557, 2010; inhibition, % (about 7 µM as worked out from the volumes in the protocol); in the data active means inhibition above about 50%
proCasp7 act: procaspase-7 activators, primary screen, counter-screen for procaspase-3 activator project, biochemical, absorbance, HTS, human. Caspase-7 (Homo sapiens), P55210. recombinant procaspase-7, Ac-DEVD-pNA absorbance 405 nm; D23A/D198A/D206A triple mutant, cannot self-cleave; scale: DMSO 0, 5 µM enzyme 100. activation, % at 8.5 µM. hit rate 0.093% among 330,000. AID 463210, 2010;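 active means percent activation above the screen-wide mean plus 3 SD, cut at about 25% in these data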
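Material: Procaspase-7 triple mutant (PC-7 D3A) | Quantity: 2 µM procaspase-7 mutant as dispensed | Reagent: DEVD-pNA substrate | Times: 1 h preincubation, 2 h reaction | Technique: 405 nm absorbance of p-nitroaniline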
GASC-1 inh: inhibitors of GASC-1 histone demethylase, primary screen, biochemical, fluorescence, DELFIA europium | Lysine-specific demethylase 4C (Homo sapiens), Q9H3R0 | GST-JMJD2C(1-420) H3K9me3 demethylation | inhibition, % at 2.35 µM | hit rate 0.069% among 330,000;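 active means more than half of a compound's replicate wells show inhibition beyond 50%, single wells judged on their own value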;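 further: signal counts dimethyl H3K9 product captured on neutravidin plate; 0% = median of DMSO wells and 100% = 0.3 times that DMSO median; strong numbers were not always called active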
HCV core dimer: inhibitors of HCV core protein dimerization, primary screen, biochemical, TR-FRET, high-throughput. TR-FRET GST/Flag-core106 dimerization, 1536-well. inhibition, % at 5 µM. hit rate 0.33% among 300,000;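 active means inhibition above the mean of all tested compounds plus 3 SD, set per screening campaign, cut at about 45% in these data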
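Assay system: GST-tagged and Flag-tagged HCV core protein residues 1-106 / Times: compound-protein-antibody incubation 4 h at 22.5 °C / Signal: time-resolved FRET, ex 340 nm, em 617 and 671 nm / Evaluation: % inhibition based on acceptor/donor emission ratio / Benchmarks: wells lacking GST-core106 and wells with excess unlabelled core106 / Repeats: singlicate, one well per compound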
PP1 counter: PP1-alpha phosphatase inhibitors, primary screen, counter-screen for PP5 inhibitor project, biochemical, fluorescence, OMFP substrate, single point; Serine/threonine-protein phosphatase PP1-alpha catalytic subunit (Homo sapiens), P62136; purified PP1alpha; inhibition, % at 6.7 µM; hit rate 0.9% among 320,000; AID 2235, 2010;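 active means inhibition above the mean inhibition of all tested compounds plus 3 SD, computed separately for each screening campaign, cut at about 15% in these data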
Target sequence (P62136 whole entry, looked up): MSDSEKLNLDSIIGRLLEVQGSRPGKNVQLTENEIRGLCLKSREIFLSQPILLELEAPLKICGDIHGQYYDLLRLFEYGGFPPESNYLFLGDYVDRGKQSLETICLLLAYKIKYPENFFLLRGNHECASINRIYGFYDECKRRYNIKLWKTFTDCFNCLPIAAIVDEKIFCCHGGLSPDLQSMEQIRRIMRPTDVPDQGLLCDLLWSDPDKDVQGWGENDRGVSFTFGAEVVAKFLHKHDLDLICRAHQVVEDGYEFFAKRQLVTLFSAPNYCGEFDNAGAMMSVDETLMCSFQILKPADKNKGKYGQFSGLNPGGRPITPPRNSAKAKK
* marks the source's active call; other numbers are inactive results; . = not tested or not shown. No enrichment for hits, and some 2.6% of all compounds hit somewhere here.

Start of the data: the first two entries, to show the layout:
no. | canonical_smiles | CTSL1 counter | PP1 counter | VLA-4 inh | GRK2 inh | procasp3 activ | GASC-1 inh | HCV core dimer | proCasp7 act | PP5 primary
1 | CC(C)[C@H](NC(=O)c1cccc(S(=O)(=O)N2CCOCC2)c1)C(=O)NCc1ccc(F)cc1 | . | . | 7.3 | 1.0 | 0.0 | -7.5 | . | 0.1 | .
2 | COCCN=c1scc(-c2ccccc2)n1/N=C/c1c[nH]c2ccccc12 | 2.2 | -1.2 | 6.8 | 1.0 | -3.9 | -6.9 | -13.5 | -4.6 | 1.1

The whole of this part, from the first entry:
no. | canonical_smiles | CTSL1 counter | PP1 counter | VLA-4 inh | GRK2 inh | procasp3 activ | GASC-1 inh | HCV core dimer | proCasp7 act | PP5 primary
1 | CC(C)[C@H](NC(=O)c1cccc(S(=O)(=O)N2CCOCC2)c1)C(=O)NCc1ccc(F)cc1 | . | . | 7.3 | 1.0 | 0.0 | -7.5 | . | 0.1 | .
2 | COCCN=c1scc(-c2ccccc2)n1/N=C/c1c[nH]c2ccccc12 | 2.2 | -1.2 | 6.8 | 1.0 | -3.9 | -6.9 | -13.5 | -4.6 | 1.1
3 | CCn1c2ccccc2c2cc(NC(=O)c3ccco3)ccc21 | 6.5 | 3.0 | -24.4 | 3.0 | -10.5 | 1.3 | 11.1 | -1.4 | 1.2
4 | O=C(Oc1ccc(=O)n(-c2ccccc2)n1)c1cccc(Cl)c1 | 7.8 | -2.0 | 7.9 | 0.0 | -6.7 | 0.9 | 6.8 | -11.0 | -0.1
5 | COc1cccc(NC(=O)C(NC2CCCC2)c2ccccc2)c1 (configuration not stated) | -2.4 | -4.2 | 5.3 | 0.0 | 1.7 | 0.0 | 2.9 | 15.1 | -1.2
6 | Cc1cc(C)n(Cc2ccccc2F)c(=O)c1C#N | 0.9 | 4.9 | 0.4 | 4.0 | 4.8 | 2.4 | -3.9 | 8.0 | 3.0
7 | Cc1cc(C(=O)N2CCc3ccccc32)n(-c2ccccc2)n1 | -1.1 | 2.4 | -10.8 | 0.0 | 1.2 | 2.5 | -0.5 | 17.9 | -1.1
8 | COc1cccc(COC(=O)CSCC(=O)Nc2cccc(C)c2)c1OC | -6.9 | -6.1 | -8.2 | 0.0 | 9.9 | -3.9 | 2.6 | -5.8 | -1.4
9 | O=C(O)Cc1ccc(NC(=O)c2cnccn2)cc1 | 2.0 | -1.7 | -9.2 | 2.0 | 5.9 | 5.3 | 4.5 | -7.8 | -1.0
10 | O=c1oc2ccccc2c(Nc2ccccc2)c1[N+](=O)[O-] | -3.8 | -3.7 | -14.8 | 0.0 | 4.3 | -5.8 | 9.6 | -2.4 | -0.3
11 | COc1ccc(S(=O)(=O)N2CCOCC2)cc1NC(=O)COC(=O)C1COc2ccccc2O1 (configuration not stated) | -7.5 | -1.9 | 42.4 | 0.0 | -4.8 | 9.0 | -0.7 | 1.3 | 3.8
12 | COc1cc(NC(=O)c2cc(C)no2)cc(OC)c1OC | -1.6 | 3.0 | 37.2 | 0.0 | -0.9 | -11.9 | 0.2 | 7.7 | -1.0
13 | COc1ccccc1CNc1cc(CSc2ccc(Cl)cc2)nc(C)n1 | 3.9 | 3.9 | 0.4 | 4.0 | 2.3 | 4.0 | 10.5 | 2.4 | 4.2
14 | Cn1c(SCC(=O)NC2CCCC2)nnc1-c1ccncc1 | 1.8 | -5.5 | 5.5 | 0.0 | 6.0 | -4.6 | -5.6 | 6.0 | -0.5
15 | COc1ccc(CNC(=O)C2CCN(S(C)(=O)=O)CC2)cc1 | -2.5 | -1.4 | 11.8 | 0.0 | -1.0 | 7.4 | -6.3 | 1.0 | 0.1
16 | N#Cc1c(-c2ccccc2)oc(=O)c2ccccc12 | -3.1 | 1.9 | -14.5 | 0.0 | 7.4 | 28.9 | -1.4 | -2.7 | 0.3
17 | Cc1cc(C)nc(SCCC(=O)Nc2ccccc2)n1 | -1.9 | -4.6 | 8.1 | 0.0 | -4.9 | -2.9 | -1.7 | 1.4 | -0.9
18 | Cc1ccc(NC(=O)NC(=O)N(C2CCCCC2)S(=O)(=O)c2ccccc2)cc1 | -0.8 | 0.8 | -1.7 | 1.0 | 7.7 | 1.8 | 5.8 | -3.1 | 0.9
19 | Cc1cc(C)cc(C(=O)N2CCCCCC2)c1 | -2.0 | -1.2 | 0.9 | 0.0 | -3.3 | -13.8 | -2.3 | 4.4 | 9.1
20 | Cc1cc(NC(=O)COC(=O)COc2ccc3c(c2)CCC3)no1 | -10.5 | 1.2 | -6.8 | 0.0 | 2.8 | -8.9 | 3.9 | 3.1 | 0.9
21 | COc1ccccc1NC(=O)C(C/C=C(\C)Cl)C(C)=O (configuration not stated) | -0.4 | -3.4 | -1.5 | 0.0 | 13.5 | -2.0 | 3.6 | 3.0 | 0.8
22 | C=C(C)CNC(=S)N/N=C\c1ccc2c(c1)OCO2 | 0.2 | -1.6 | -26.8 | 2.0 | 1.2 | 8.6 | -2.1 | -4.2 | 2.1
23 | Cc1ccc(C(=O)C2=C(O)C(=O)N(CCCN3CCOCC3)C23C(=O)N(C)c2ccccc23)o1 (configuration not stated) | 7.8 | -4.0 | 2.1 | 0.0 | -7.5 | 3.3 | 1.3 | -14.3 | 1.6
24 | Cc1ccc(NC(=O)COc2ccc(-c3nnco3)cc2)cc1S(=O)(=O)N1CCOCC1 | -13.2 | -0.6 | 5.8 | 19.0 | 4.7 | -1.3 | 4.6 | 4.4 | 0.3
25 | Cc1nnc(SCc2cccc([N+](=O)[O-])c2)o1 | -2.9 | 1.2 | 12.4 | 0.0 | -6.7 | 17.1 | -6.1 | -0.6 | 0.8
26 | O=C(NN=C1CCCC1)c1ccc([N+](=O)[O-])cc1 | -8.9 | 6.3 | 11.3 | 2.0 | -12.6 | 7.8 | -4.1 | -13.6 | -1.0
27 | CC(NC(=O)c1ccc2c(c1)OCO2)C(c1cccs1)N1CCOCC1 (configuration not stated) | -0.4 | -0.8 | 23.4 | 1.0 | 2.5 | 0.4 | -3.6 | -1.8 | -0.2
28 | COC(=O)c1ccccc1NC(=O)c1ccc(Cn2cc(Cl)cn2)o1 | 1.9 | -1.9 | 2.3 | 2.0 | 9.5 | 132.5 | 2.0 | 2.4 | 3.5
29 | Cc1cccc(CN2C[C@]34C=C[C@@H](C[C@@H]3S2(=O)=O)O4)c1 | -1.2 | -1.7 | 29.9 | 4.0 | -1.6 | 20.0 | -23.0 | 11.5 | 2.4
30 | Cc1ccc(Nc2nnc(SCC(=O)c3cc4ccccc4o3)s2)cc1C | -2.5 | 5.5 | 10.7 | 0.0 | -3.3 | 2.9 | 11.2 | -15.3 | 4.0
31 | C=CCCCCCCCCC(=O)NN | -0.5 | 0.3 | 10.6 | 0.0 | 6.7 | -7.9 | -9.1 | 6.3 | 3.5
32 | COC(=O)Oc1nsnc1N1CCOCC1 | -4.1 | -1.0 | 8.4 | 0.0 | -22.8 | -7.4 | -2.6 | -36.3 | 1.2
33 | O=c1[nH]c(=O)n([C@H]2C[C@H](O)[C@@H](CO)O2)cc1F | -5.8 | 0.1 | 13.5 | 0.0 | 2.3 | -9.2 | 0.2 | -4.2 | 3.0
34 | CCC(CC)C(=O)Nc1cccc(C(=O)N2CCCC2)c1 | 2.3 | -0.2 | 7.6 | 0.0 | -3.2 | 5.3 | -0.2 | -0.1 | -0.1
35 | CSCCC(NC(=O)c1ccccc1Cl)C(=O)N(C)CC(=O)Nc1ccc(N2CCOCC2)cc1 (configuration not stated) | -7.1 | -3.8 | 14.0 | 0.0 | 1.0 | -1.5 | -0.6 | 4.8 | -2.4
36 | COc1ccc(S(=O)(=O)Cc2ccc(C(=O)N3CCN(c4cccc(C)c4)C(C)C3)o2)cc1 (configuration not stated) | 1.0 | -1.8 | 25.4 | 4.0 | 4.2 | -6.4 | 1.5 | -6.4 | 4.1
37 | CCC(=O)NC(=S)Nc1cccc(NC(=O)c2ccccc2)c1 | 2.0 | -2.3 | 15.1 | 3.0 | -2.6 | 4.0 | -4.4 | -6.3 | 3.4
38 | O=C(CCCOc1ccccc1)Nc1ccccc1C(F)(F)F | 0.8 | 0.7 | 10.4 | 0.0 | 10.9 | 18.8 | -4.1 | 1.1 | 0.0
39 | O=C(COC(=O)CC12CC3CC(CC(Br)(C3)C1)C2)NC(=O)NCc1ccco1 | 1.1 | 6.8 | 16.7 | 2.0 | -0.7 | -2.0 | 4.4 | 11.3 | 0.9
40 | COc1ccc(CNC(=O)C(C)NCc2ccccc2Cl)cc1 (configuration not stated) | -6.2 | 3.2 | 12.2 | 1.0 | 7.3 | 33.2 | -4.0 | -9.8 | 1.4
41 | COc1ccc(OCC(=O)N2CCC(n3nccc3NC(=O)C3CC3)CC2)cc1 | -4.0 | 0.5 | 10.6 | 4.0 | 9.4 | 11.5 | -2.8 | 14.4 | -3.2
42 | CCCOc1ccc(C2C(C(=O)c3ccc(C)o3)=C(O)C(=O)N2CCCn2ccnc2)cc1 (configuration not stated) | 0.8 | 33.5* | -6.8 | 3.0 | -35.3 | 5.1 | 18.4 | -74.9 | 0.4
43 | COC(=O)CS(=O)(=O)c1ccsc1C(=O)Nc1ccc(F)cc1 | -0.3 | 0.6 | 0.6 | 0.0 | 0.3 | -28.3 | 1.0 | 13.9 | -0.8
44 | COc1ccc(CC(=O)OCC(=O)Nc2cccc(Cl)c2)cc1 | 5.3 | -2.4 | 11.0 | 3.0 | 0.2 | -5.3 | 1.3 | -2.8 | 0.7
45 | CCOC(=O)c1c(NC(=O)c2ccco2)sc(C(=O)N2CCCC2)c1C | 6.1 | 0.4 | 7.9 | 5.0 | -0.8 | 2.3 | 8.0 | 13.1 | 1.5
46 | CCOC(=O)N1CCC(NC(=O)c2cc(S(=O)(=O)NCCc3ccccc3)ccc2F)CC1 | -3.4 | -0.6 | 19.2 | 40.0 | -2.4 | -1.6 | -3.6 | 3.3 | 2.8
47 | CCOC(=O)NCc1cc(-c2nn(C)c(=O)c3ccccc23)ccc1C | -0.8 | -1.5 | 1.3 | 0.0 | 8.2 | 8.0 | 3.5 | -13.5 | 2.6
48 | CCCOC(=O)CCc1n[nH]c(=O)[nH]c1=O | -5.0 | 2.1 | 5.5 | 0.0 | 6.4 | 20.0 | 1.2 | 3.4 | 2.6

Copied from the list.
cpd 48 – CTSL1 counter: -5.0
cpd 47 – CTSL1 counter: -0.8

Screening data (PubChem BioAssay)
